RNase H inhibition = RNase H inhibition, HIV 1 Gag Pol polyprotein, FRET biochemical assay, screening (AID 372) | HIV-1 RT RNase H, FRET RNA/DNA substrate fluorescence; higher % means a stronger effect | one-dose inhibition, % at 10 µM; IC50 in µM for titrated hits | 0.77% of 100,000 active; in the data active = inhibition above about 50%
* marks the source's active call; other numbers are inactive results. Only part of the results is shown. The share of hits here may be higher or lower than overall.

SMILES	RNase H inhibition
O=C(O)COc1ccccc1/C=N/NC(=O)c1cc(Cl)ccc1O	17%
Cc1ccc(C(=O)NC(=S)Nc2cccc(NC(=O)c3ccccc3)c2)cc1	10%
CCOc1ccc(C=C2C(=O)N(C)C(=S)N(C)C2=O)c2ccccc12	7%
COc1ccc(-c2ccc(/C=C(\C#N)C(=O)Nc3ccccc3)o2)c([N+](=O)[O-])c1	4%
COc1ccc(C2CC(=O)C3=C(C2)NC(C)=C(C(=O)OC2CCCCC2)C3c2cc(OC)c(OC)c(OC)c2)cc1 (centres undefined)	13%
COc1ccc(-c2ccc(/C=C3\C(=O)N(c4ccc(C(=O)O)cc4)N=C3C)o2)c([N+](=O)[O-])c1	35%
C=CCc1ccccc1OCCOc1c(Br)cc(C=C2C(=O)NC(=S)NC2=O)cc1OC	13%
COc1cccc(OCCn2cc(/C=N/n3cnnc3)c3ccccc32)c1	19%
O=C(NC(=S)Nc1ccc(Cl)c([N+](=O)[O-])c1)c1cccs1	6%
C/C(=N\NC(=O)CNC(=O)c1ccccc1)c1ccccc1	0%
O=C(Nc1ccc([N+](=O)[O-])cc1Br)c1ccc(Br)o1	12%
COc1ccc(C(=O)Nc2cc(C)cc(C)c2)c(OC)c1	0%
Cc1ccc(N2C(=O)c3ccc(C(=O)Nc4ccc5c(c4)OCO5)cc3C2=O)cc1C	16%
CC1(C)OC(c2ccccc2)CC1=O (centres undefined)	0%
O=C1c2ccccc2C(=O)N1CCCc1nc2ccccc2c(=O)n1-c1ccncc1	0%
O=C(Nc1ccccc1C(F)(F)F)c1ccc(OC2CSC2)cc1	9%
COC(=O)c1sccc1NS(=O)(=O)c1ccc(OC)cc1	0%
CC(C)c1ccc(/C=C2/SC(=S)N(CN3CCOCC3)C2=O)cc1	20%
Cc1ccccc1/C=C1\C=C(c2ccc(Cl)cc2)OC1=O	32%
CC1=C(C(=O)OC2CCCC2)C(c2cccc(I)c2)C2=C(CCCC2=O)N1 (centres undefined)	0%
C=CCN1C(=O)/C(=C2/C(=O)N(S(=O)(=O)c3ccc(OC)cc3)c3ccccc32)SC1=S	5%
CSc1cccc(N=Cc2c(O)[nH]c3ccccc23)c1	12%
COC(=O)C1(C(=O)OC)C(C)C1(C(=O)OC)C(=O)OC	7%
COc1ccc2ccccc2c1C1NC(=S)NC(C)=C1C(=O)Nc1ccc(Br)cc1 (centres undefined)	9%
Clc1ccc(-c2noc(C(c3ccccc3)c3ccccc3)n2)cc1	0%
O=c1/c(=C/c2cccc(OCc3ccc(Cl)c(Cl)c3)c2)sc2nc3ccccc3n12	1%
O=C1NC(=S)NC(=O)C1=Cc1ccccc1OCc1ccccc1Cl	12%
CCN(CC)CCN1C(=O)C(O)=C(C(=O)/C=C/c2ccccc2)C1c1ccc(F)cc1 (centres undefined)	4%
CC(=O)Nc1cccc(NS(=O)(=O)c2ccccc2)c1	3%
COC(=O)c1ccc(C(=O)Nc2cc(Cl)ccc2Cl)cc1NC(=O)C(C)Oc1ccccc1 (centres undefined)	19%
CCN(CC)CCCCCCOc1ccc(Cl)cc1Cl	2%
O=C(COc1ccc2ccccc2c1)N/N=C/c1ccccc1[N+](=O)[O-]	26%
C=CCNC(=O)c1ccc(OCc2ccccc2)cc1	5%
CC12C=CC(C)(O1)C1C(=O)N(c3ccc(Br)cc3)C(=O)C12 (centres undefined)	2%
COc1ccc(NC(=O)Cc2ccc(Br)cc2)c(OC)c1	0%
N=c1ccc(I)cn1CC(=O)c1cccc([N+](=O)[O-])c1	11%
Nn1cnn2c(SCC(=O)Nc3ccccn3)nnc12	10%
COc1cccc(-n2c(O)c(C=Nc3cccc(Cl)c3)c(=O)[nH]c2=O)c1	6%
CCOC(=O)c1ccc(NC(=O)c2ccc(NC(=O)C(C)(C)C)cc2)cc1	6%
Cc1cc(C(=O)Nc2c(C)cccc2C)ccc1[N+](=O)[O-]	8%
O=C(Nc1ccc2c(c1)oc1ccccc12)c1ccc(Cl)cc1Cl	10%
CCSC(=O)NC12CC3CC(CC(C3)C1)C2	0%
COc1ccc(C(=O)NNC(=O)COc2ccc(Cl)cc2)c(OC)c1	7%
COc1ccc(C(=O)Nc2ccccc2C(=O)NC(Cc2c[nH]c3ccccc23)C(=O)O)cc1 (centres undefined)	12%
Nc1nc(/C=C/c2cccc([N+](=O)[O-])c2)cc(/C=C/c2cccc([N+](=O)[O-])c2)n1	11%

Reformatted bar-delimited: entries from further up
Molecule | RNase H inhibition
O=C1NC(=S)NC(=O)C1=Cc1ccccc1OCc1ccccc1Cl | 12%
CCN(CC)CCN1C(=O)C(O)=C(C(=O)/C=C/c2ccccc2)C1c1ccc(F)cc1 (centres undefined) | 4%
CC(=O)Nc1cccc(NS(=O)(=O)c2ccccc2)c1 | 3%
COC(=O)c1ccc(C(=O)Nc2cc(Cl)ccc2Cl)cc1NC(=O)C(C)Oc1ccccc1 (centres undefined) | 19%
CCN(CC)CCCCCCOc1ccc(Cl)cc1Cl | 2%
O=C(COc1ccc2ccccc2c1)N/N=C/c1ccccc1[N+](=O)[O-] | 26%
C=CCNC(=O)c1ccc(OCc2ccccc2)cc1 | 5%
CC12C=CC(C)(O1)C1C(=O)N(c3ccc(Br)cc3)C(=O)C12 (centres undefined) | 2%
COc1ccc(NC(=O)Cc2ccc(Br)cc2)c(OC)c1 | 0%
N=c1ccc(I)cn1CC(=O)c1cccc([N+](=O)[O-])c1 | 11%
Nn1cnn2c(SCC(=O)Nc3ccccn3)nnc12 | 10%
COc1cccc(-n2c(O)c(C=Nc3cccc(Cl)c3)c(=O)[nH]c2=O)c1 | 6%
CCOC(=O)c1ccc(NC(=O)c2ccc(NC(=O)C(C)(C)C)cc2)cc1 | 6%
Cc1cc(C(=O)Nc2c(C)cccc2C)ccc1[N+](=O)[O-] | 8%
O=C(Nc1ccc2c(c1)oc1ccccc12)c1ccc(Cl)cc1Cl | 10%
CCSC(=O)NC12CC3CC(CC(C3)C1)C2 | 0%
COc1ccc(C(=O)NNC(=O)COc2ccc(Cl)cc2)c(OC)c1 | 7%
COc1ccc(C(=O)Nc2ccccc2C(=O)NC(Cc2c[nH]c3ccccc23)C(=O)O)cc1 (centres undefined) | 12%
Nc1nc(/C=C/c2cccc([N+](=O)[O-])c2)cc(/C=C/c2cccc([N+](=O)[O-])c2)n1 | 11%

(next part)
SMILES	RNase H inhibition
CCN1C(=O)/C(=C\c2cc(Br)c(OCc3ccccc3F)c(OC)c2)SC1=S	7%
O=C(CCN1C(=O)/C(=C/c2ccccc2Cl)SC1=S)Nc1ccc2ccccc2c1	19%
CC(=O)Oc1ccc(N2C(=O)c3ccc(C(=O)c4cccc([N+](=O)[O-])c4)cc3C2=O)cc1	34%
COc1ccc(S(=O)(=O)Oc2ccc(C=C3C(=O)NC(=S)NC3=O)cc2OC)cc1	11%
Cc1c(NC(=O)/C=C/c2ccco2)cccc1-c1nc2ccccc2s1	5%
CCN(CC)S(=O)(=O)c1ccc(C(=O)Nc2ccc(S(=O)(=O)Nc3nccs3)cc2)cc1	12%
Cc1ccc(-n2c(=O)c3c4c(sc3n3c(=S)[nH]nc23)CC(C(C)(C)C)CC4)cc1 (centres undefined)	14%
COc1cccc(CNc2ccc(F)c(F)c2)c1O	4%
Cc1cc([N+](=O)[O-])ccc1NC(=S)NC(=O)c1ccc(-c2ccc(Cl)cc2)o1	23%
Cc1ccc(N(CC(=O)NCc2ccncc2)S(C)(=O)=O)cc1	4%
Cc1cc(C)nc(NS(=O)(=O)c2ccc(N=Cc3c(C)[nH]n(-c4ccccc4)c3=O)cc2)n1	16%
CC(=N/O)/C(C)=N\NS(=O)(=O)c1ccc(C)cc1	5%
COC(=O)c1cccc(NC(=O)c2ccc(F)cc2)c1	0%
O=C1NCCNc2c1cc([N+](=O)[O-])cc2[N+](=O)[O-]	9%
O=C1NC(=S)S/C1=C\c1ccc(N2CCCCC2)c([N+](=O)[O-])c1	25%
O=C(N/N=C/c1ccccc1)c1cccc(F)c1	0%
NS(=O)(=O)c1ccc(NC(=O)C2CC2(c2ccccc2)c2ccccc2)cc1 (centres undefined)	5%
CC(=O)Nc1ccccc1NC(=O)CCCOc1ccc(Cl)cc1Cl	12%
CCC(CC)NC(=O)c1ccc(C)c([N+](=O)[O-])c1	16%
OC(COc1cccc(OCC(O)CN2CCCCC2)c1)CN1CCCCC1 (centres undefined)	11%
CCOC(=O)c1c(NC(=O)CCC(=O)OC)sc2c1CC(C)(C)SC2	17%
Cc1cc(NC(=O)C(c2ccccc2)c2ccccc2)n(-c2ccccc2)n1	5%
C#CCSc1nncn1C(=O)/C=C/c1ccccc1	1%
CCCc1c(C)c2cccc(C)c2[nH]c1=O	11%
COCCNCCOc1c(C)cc(Cl)cc1Cl	1%
C=CCc1cc(/C=C2\C(=O)NC(=O)N(c3ccccc3F)C2=O)cc(OCC)c1O	30%
CC(=O)Oc1ccc(C2=NN(c3ccccc3)C(c3ccccc3)C2)cc1 (centres undefined)	0%
O=C1NC(=Nc2ccc(O)cc2)S/C1=C/c1ccccc1	10%
O=C(N/N=C1\CCCc2ccccc21)c1cccc(Br)c1	9%
N#Cc1c(/N=C/c2cccc3ccccc23)sc2c1CCCC2	8%
O=C(NC(=S)Nc1ccc(N2CCCC2)cc1)c1cccc2ccccc12	43%
Cc1cc(Cn2ccnc2)c(C)c([N+](=O)[O-])c1Cn1ccnc1	0%
CCOC(=O)c1ccc(N=Cc2ccccc2[N+](=O)[O-])cc1	8%
CC(C)=NNC(=O)C(O)[C@@H](O)C(=O)NN=C(C)C (some centres undefined)	4%
CCN(CC)c1ccc(/C=C2/C(=O)NN(c3ccc(I)cc3)C2=O)c(O)c1	12%
COc1cc(C=O)ccc1Oc1nc(Nc2ccc(F)cc2F)nc(N2CCOCC2)n1	20%
O=C(Nc1nc(-c2cccs2)cs1)c1ccc(S(=O)(=O)N2CCCCC2)cc1	12%
Cc1oc(C(=O)O)cc1CSc1ccccc1C(=O)O	0%
Cc1ccc(S(=O)(=O)N(CC(=O)NCC2CCCO2)c2ccc(Br)cc2)cc1 (centres undefined)	2%
N#CCOc1ccc(/C=N/NC(=O)c2ccc(CSCc3ccccc3)cc2)cc1	17%
O=C1OC(c2ccccc2)=N/C1=C\c1cccc(OC(F)(F)C(F)F)c1	8%
NS(=O)(=O)c1ccc(Nc2ncc([N+](=O)[O-])cc2[N+](=O)[O-])cc1	23%
COc1ccc(Cc2nc3ccccc3c(=O)n2/N=C/c2c[nH]c3ccccc23)cc1OC	52%*
Cc1ccc(C(=O)Nc2cccc(C)c2)cc1	7%
CCN(C(=O)c1cc(Cl)ccc1OC)c1ccccc1C	8%
CCCCCCN1C(=O)C(=O)/C(=C(\O)c2ccccc2)C1c1ccc(C)cc1 (centres undefined)	0%
Cc1nc2sccn2c1-c1csc(Nc2ccc(N)cc2)n1	13%
CC(C)(C)c1ccc(C(=O)NNC(=O)Cc2cccc3ccccc23)cc1	8%
Cc1ccc(-c2csc(NC(=O)c3cccc(Br)c3)n2)cc1	10%
COc1cc(NC(=O)c2cc3nc(-c4ccccc4)cc(C(F)(F)F)n3n2)c(OC)cc1Cl	0%
O=c1[nH]c(=S)[nH]c2sc3c(c12)CCc1ccccc1-3	13%
CC(=O)NNC(=O)c1cc(Br)ccc1O	11%
Cc1cnn(-c2cc(C(F)(F)F)nc(-c3ccccc3)n2)c1	3%
Cc1cccc(OCC(=O)O/N=C(\N)Cc2cccs2)c1	0%
CN1CCC(N2CCN(c3ccc([N+](=O)[O-])cc3)CC2)CC1	0%
CCC(Sc1nnc2c3ccccc3n(C)c2n1)C(=O)N1c2ccccc2Sc2ccccc21 (centres undefined)	29%
Cc1nnc(N/N=C/c2cccc([N+](=O)[O-])c2)[nH]c1=O	8%
COc1cc(/C=N\Nc2nnc3c(n2)[nH]c2c(C)cccc23)cc(OC)c1O	13%
COc1cc(NS(=O)(=O)c2ccc(NC(=O)/C(=C\c3ccc(Br)cc3)NC(=O)c3ccccc3)cc2)nc(OC)n1	17%
O=C(Nc1cccc(N2C(=O)C3CC=CCC3C2=O)c1)c1ccccc1 (centres undefined)	0%
Additional records
SMILES	RNase H inhibition
Cc1ccc(NC(=O)COc2ccc(Cl)c(C)c2)c(Br)c1	5%
Cc1cc(C)c(C=Nc2ccc(-c3ccccc3[N+](=O)[O-])cc2)c(C)c1	15%
COc1ccc(CN2CCN(c3ccc(Cl)cc3)CC2)cc1OCc1ccccc1	0%
CC(=O)COc1ccc2c(C)cc(=O)oc2c1I	0%
Nc1nonc1C(=O)N/N=C/c1ccccc1OCC(=O)O	0%
COc1ccc(CCNC(=O)/C=C/c2ccc(Br)cc2)cc1OC	18%
Cc1ccc(/C=C/C(=O)Nc2ncc(Cc3ccc(F)cc3)s2)o1	22%
Cc1c(C)c2ccc(OCC(=O)c3ccccc3)c(C)c2oc1=O	0%
O=c1/c(=C\c2ccc(O)c(Br)c2)sc2nc3ccccc3n12	30%
O=[N+]([O-])c1ccc(N/N=C/c2ccc3c(c2)OCO3)cc1	9%
Cc1ccc(OC(=O)c2ccc(Oc3ccc([N+](=O)[O-])cc3)cc2)cc1C	18%
Cc1ccc(C(=O)NC(=S)Nc2ccc(NC(=O)c3cccs3)cc2)cc1C	15%
COc1cc(OC)c([N+](=O)[O-])cc1/C=C(/C#N)C(=O)Nc1ccccc1	8%
CCOc1ccc(C(=O)Nc2ccc(N(CC)CC)cc2)cc1	19%
COc1ccc(Nc2nnc(-c3cc4ccccc4oc3=O)s2)cc1OC	9%
O=C(COc1ccccc1)NNC(=O)COc1ccc([N+](=O)[O-])cc1	0%
CC1=C(C(=O)OCCc2ccccc2)C(c2ccc(Br)cc2)C2=C(CCCC2=O)N1 (centres undefined)	13%
Cn1c(=O)c(-c2nc3ccccc3[nH]2)c(O)c2ccccc21	0%
C=CCn1c(=N)n(CC(O)COc2ccc(Cl)cc2)c2ccccc21 (centres undefined)	9%
S=c1[nH]nc(-c2ccc(Cl)cc2)n1N=C/C(Cl)=C/c1ccccc1	15%
CC(=O)N1c2ccc(C)cc2C(Nc2ccc(C)cc2)CC1C (centres undefined)	15%
CC(CN1CCN(c2cccc(C(F)(F)F)c2)CC1)c1ccccc1 (centres undefined)	5%
CCOC(=O)C1=C(O)CSC1=Nc1ccc(Cl)cc1Cl	4%
CC(NC(=O)c1ccco1)C1COc2ccccc2O1 (centres undefined)	7%
Cc1ccccc1-n1c(O)c(C=NCCc2c[nH]c3ccccc23)c(=O)[nH]c1=S	9%
c1coc(CNC2C3CC4CC(C3)CC2C4)c1 (centres undefined)	15%

Screens: PubChem BioAssay, MTDP
